High-throughput results (PubChem)
p53 reactivator: restores transcriptional activity of mutant p53 | hit rate 0.063% among 320,000 | H1299 p53-A138V BP100-luciferase reporter, luminescence, 24 h | Potency, µM (top dose mostly 92.2 µM), inactives show top-dose activity change, positive = activation, hits mostly activators | AID 504706; note: % of control where 0% means no effect; nearly all actives have a fitted effect of over 45% in size
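H1299 (p53-null), stable ts p53-A138V + BP100-Luc; 1000 cells/well, Opti-MEM/10% FBS; cpd 4 pt, 1:5; 24 h, 37 deg C, 5% CO2; detection reagent 10 min RT; luminescence.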
BRCA1 expr act: increases BRCA1 expression. Potency, µM (highest dose often 46.1 µM), inactives show top-dose activation, actives largely listed as activators. AID 624202. hit rate 1.1% among 380,000. MCF7-BRCA1-FFLuc reporter, luminescence, 48 h; response scale: scaled: vehicle 0%, 10 µM genistein 100%; note: nearly all actives have a fitted effect of over 80% in size; some results filed as inactive show a strong effect at the top dose
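Quantitative HTS in MCF7 cells stably reporting BRCA1 expression via firefly luciferase. Compound treatment lasts 48 h at 37 °C in phenol-red free MEM. Activation is expressed relative to genistein at 10 microM and DMSO.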
uPA surface inh: cell surface uPA generation inhibition | hit rate 0.31% among 330,000 | Potency, µM (doses to about 38.3 µM), without a hit: at the highest dose activity change, negative = inhibition, usual class: inhibitors | cell surface uPA generation assay, qHTS | AID 540303; active = well fitted inhibition curve with a large enough effect; inconclusive = small, poorly fitted or top-dose-only effect; inactive = no such curve, though single readings can be large or run the other way; tested in mouse RAW 264.7 cells; note: % is set by controls: 0 for no effect and ±100 for the full control effect; nearly all actives have a fitted effect of over 55% in size
ELG1 genotoxic: genotoxicity induction in ELG1-luciferase HEK293T cells. AID 504466. Potency, µM (highest dose often 46 µM), for inactives: top-dose activity change, positive = activation, usual class: activators. HEK293T ELG1-luciferase reporter, luminescence, 16 h. hit rate 1.3% among 330,000; note: % of control where 0% means no effect; nearly all actives have a fitted effect of over 60% in size
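16 hr compound incubation (37 °C, 5% CO2) of HEK293T cells carrying luciferase-tagged ELG1; luciferase then measured by ONE-Glo luminescence after 30 min at RT.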
The depositor's hits bear a star; ? = inconclusive. Unless noted, calls come from the whole dose curve; as a rule, active = well fitted activation curve with a large enough effect; inconclusive = small, poorly fitted or top-dose-only effect; inactive = no such curve, though single readings can be large or run the other way. Potency is the fitted concentration of half-maximal effect. This is a subset (hit frequency here may not be typical).

SMILES | p53 reactivator | BRCA1 expr act | uPA surface inh | ELG1 genotoxic
Cc1ccc(S(=O)(=O)N2C[C@@H]3[C@H]4CC[C@H](C4)[C@@H]3[C@@H](C)[C@@H]2c2cn(Cc3ccccc3)c3ccc(F)cc23)cc1 | 10% | -23% | -8% | 0%
CCOc1ccccc1OCCCC(=O)NNC(=O)c1ccc(F)cc1 | -11% | -5% | 3% | 0%
CC[C@]12c3[nH]c4ccc(OC)cc4c3CCN1C(=O)C(CC(=O)NCCCn1ccnc1)C[C@@H]2C(=O)N1CCN(C(=O)C2CC2)CC1 (some centres not stated) | 0% | 0% | 1% | 4%
C=CC[C@@H](Cc1ccc(F)cc1)C(=O)OC[C@H]1CCCN1C(=O)[C@@H](CC=C)CC(=O)N(CCO)Cc1ccccc1 | 2% | -39% | -17% | -6%
O=C(CN1C(=O)CNC1=O)Nc1cc(Cl)cc(Cl)c1 | -4% | -17% | -2% | 0%
Cc1ccc(C(=O)NCC(=O)OCC(=O)c2c(N)n(C)c(=O)n(C)c2=O)cc1C | 10% | -22% | 4% | -2%
COCCCNC(=O)C[C@H]1C[C@H](C(=O)N2CCOCC2)[C@@]2(C)c3[nH]c4cc(-c5ccco5)ccc4c3CCN2C1=O | -6% | -3% | ? | 1%
CCOC(=O)CN[C@H]1CCC2C3CC=C4C[C@@H](O)CC[C@]4(C)C3CC[C@@]21C (some centres not stated) | 8% | 5% | -2% | -2%
Cc1ccc(C)c(OCCC(=O)OCC(=O)Nc2cc(S(=O)(=O)N3CCCCC3)ccc2C)c1 | -5% | -5% | 0% | 1%
COc1ccc(NC(=O)CN(C)CC(=O)N2CC(=O)Nc3ccccc32)cc1 | 3% | -21% | -6% | -4%
COc1ccc2c(C)cc(SCC(=O)NC3CCCC3)nc2c1 | -2% | -31% | -35% | 0%
Cc1c(C(=O)OCC(=O)N2CCN(c3ccccc3)CC2)oc2ccccc12 | -6% | -31% | 2% | -3%
COC(=O)[C@@]1(C)[C@H]2C(=O)N(Cc3ccccc3)C(=O)[C@H]2[C@H]2CN=C(SCc3ccccc3)N21 | -1% | 3% | 6% | -2%
COc1ccc(S(=O)(=O)Nc2ccc3c(c2)C(=O)N([C@H](C)CO)C[C@H](C)[C@@H](CN(C)C(=O)Nc2ccccc2)O3)cc1 | 0% | -7% | 8% | 0%
C[C@H](CO)N1C[C@H](C)[C@@H](CN(C)C)Oc2c(NC(=O)Cc3ccccc3)cccc2C1=O | 2% | 0% | -5% | 0%
O=C(NCc1cccs1)C1CC(=O)N(Cc2ccccc2)C1 (configuration not stated) | -7% | -2% | -2% | 2%
COc1cccc(OCC(=O)NCC2CCCO2)c1 (configuration not stated) | -3% | -7% | 5% | 0%
Cn1c(N)c(C(=O)CSc2nnc3n2CCCCC3)c(=O)n(C)c1=O | 3% | -11% | 4% | 1%
CCCCNc1c(-c2ccc(Sc3ccc(OC)cc3)cc2)nc2cc(C)ccn12 | 0% | -62% | ? | 1%
COCCCNC(=O)C[C@H]1C[C@H](C(=O)N2CCOCC2)[C@@]2(CCC3CCCC3)c3[nH]c4ccc(Cl)cc4c3CCN2C1=O | -1% | 5% | 8% | -4%
COc1ccc(S(=O)(=O)N2CCOCC2)cc1NC(=O)CN1C(=O)CN(C)C1=O | 1% | 4% | 8% | 2%
C=CC[C@H](CC(=O)NCCO)C(=O)NC[C@@H](OC(=O)[C@@H](CC=C)Cc1ccc(F)cc1)c1ccccc1 | -3% | -17% | 6% | -5%
Cc1cnc(C(=O)OCC(=O)N2CC(C)CC(C)C2)cn1 (configuration not stated) | -1% | 1% | -1% | 0%
COc1ccc(S(=O)(=O)Nc2cccc3c2O[C@H](CN(C)Cc2ccc(Cl)c(Cl)c2)[C@@H](C)CN([C@H](C)CO)C3=O)cc1 | -1% | -15% | ? | -3%
COc1ccc2[nH]c3c(c2c1)CCN1C(=O)C(CC(=O)NCCC2=CCCCC2)C[C@H](C(=O)N2CCOCC2)[C@@]31C (some centres not stated) | 1% | -4% | 1% | 4%
O=C(NCc1ccc(F)cc1)c1cccc2c1C(=O)c1ccc(N3CCC(Cc4ccccc4)CC3)cc1S2(=O)=O | 2% | -20% | 2% | -2%
COC(=O)[C@H](C(C)C)N(Cc1ccccc1)S(=O)(=O)CCNC1CCCC1 | -5% | -12% | -2% | 0%
Cc1ccc2c(c1)C(=O)C(=O)N2Cc1ccccc1 | 13% | 0% | -20% | 11%
CC(=O)c1ccc(OCCCC(=O)Nc2cccc(S(=O)(=O)N3CCOCC3)c2)cc1 | 0% | 0% | -2% | -5%
CN(C(=O)COn1nnc2ccc(Cl)cc21)C1CCS(=O)(=O)C1 (configuration not stated) | 15% | -1% | -16% | 0%
Cn1c(N)c(C(=O)COC(=O)c2ccc(-c3ccccc3)cc2)c(=O)n(C)c1=O | -3% | 8% | 1% | -6%
CC(C)(C)n1ncc2c(=O)n(Cc3cccc(Cn4cnc5c(cnn5C(C)(C)C)c4=O)c3F)cnc21 | 6% | 21% | ? | -5%
COc1ccccc1-c1oc2ccccc2c1C#CC1(O)CCCCC1 | -1% | 0% | 4% | 0%
O=C(CN1C(=O)NC2(CCCCCCC2)C1=O)Nc1c(Cl)cccc1Cl | -5% | -13% | 9% | -1%
O=C(CSc1nnc2ccccn12)NC(=O)c1ccccc1Cl | 6% | 11% | ? | 3%
CC1CCN(C(=O)Cn2cc([N+](=O)[O-])ccc2=O)c2ccccc2S1 (configuration not stated) | 30% | -7% | 4% | -3%
COc1ccc(Cl)cc1C(=O)OCC(=O)N1CCCC(C)C1 (configuration not stated) | 5% | -1% | -1% | 0%
CC[C@]12c3[nH]c4ccc(OC)cc4c3CCN1C(=O)C(CC(=O)NCCCOC)C[C@@H]2C(=O)N1CCN(C(=O)C2CC2)CC1 (some centres not stated) | -1% | 9% | 15% | 11%
COC(=O)[C@@]1(C)[C@H]2C(=O)N(C)C(=O)[C@H]2[C@H]2CN=C(SCc3ccccc3)N21 | 3% | 4% | 10% | 7%
CCOC(=O)C1=CN(Cc2cccc(-c3ccc(Cl)nc3)c2)S(=O)(=O)N(C)C1C (configuration not stated) | 15% | 34% | -11% | 1%
C=CC[C@H](CC(=O)NCCO)C(=O)N[C@H](COC(=O)[C@@H](CC=C)CC(=O)OC(C)(C)C)Cc1c[nH]c2ccccc12 | -2% | -25% | 20% | -6%
CC[C@]12c3[nH]c4cc(-c5ccco5)ccc4c3CCN1C(=O)[C@@H](CC(=O)NCCN1CCOCC1)C[C@@H]2C(=O)N1CCN(C(=O)c2ccco2)CC1 | -3% | -5% | -16% | -1%
CCN(CCS(=O)(=O)c1ccc(Br)cc1)Cc1nc2ccccc2c(=O)[nH]1 | -3% | -25% | ? | -6%
C#CCOCCOCCOCCNc1nc(N2CCN(C(=O)[C@H]([C@@H](C)CC)n3cc([C@@H](N)CO)nn3)CC2)nc(N2CCN(C(=O)[C@H](CCCCN)n3cc([C@@H](N)CO)nn3)CC2)n1 | -1% | 21% | 4% | 3%
CC(C)(C)OC(=O)C[C@@H]1C/C=C\C[C@H](CC(=O)NCCO)C(=O)N[C@H](Cc2ccccc2)COC1=O | 2% | 6% | -4% | 0%

For convenience, 16 of the compounds above:
SMILES | p53 reactivator | BRCA1 expr act | uPA surface inh | ELG1 genotoxic
CN(C(=O)COn1nnc2ccc(Cl)cc21)C1CCS(=O)(=O)C1 (configuration not stated) | 15% | -1% | -16% | 0%
Cn1c(N)c(C(=O)COC(=O)c2ccc(-c3ccccc3)cc2)c(=O)n(C)c1=O | -3% | 8% | 1% | -6%
CC(C)(C)n1ncc2c(=O)n(Cc3cccc(Cn4cnc5c(cnn5C(C)(C)C)c4=O)c3F)cnc21 | 6% | 21% | ? | -5%
COc1ccccc1-c1oc2ccccc2c1C#CC1(O)CCCCC1 | -1% | 0% | 4% | 0%
O=C(CN1C(=O)NC2(CCCCCCC2)C1=O)Nc1c(Cl)cccc1Cl | -5% | -13% | 9% | -1%
O=C(CSc1nnc2ccccn12)NC(=O)c1ccccc1Cl | 6% | 11% | ? | 3%
CC1CCN(C(=O)Cn2cc([N+](=O)[O-])ccc2=O)c2ccccc2S1 (configuration not stated) | 30% | -7% | 4% | -3%
COc1ccc(Cl)cc1C(=O)OCC(=O)N1CCCC(C)C1 (configuration not stated) | 5% | -1% | -1% | 0%
CC[C@]12c3[nH]c4ccc(OC)cc4c3CCN1C(=O)C(CC(=O)NCCCOC)C[C@@H]2C(=O)N1CCN(C(=O)C2CC2)CC1 (some centres not stated) | -1% | 9% | 15% | 11%
COC(=O)[C@@]1(C)[C@H]2C(=O)N(C)C(=O)[C@H]2[C@H]2CN=C(SCc3ccccc3)N21 | 3% | 4% | 10% | 7%
CCOC(=O)C1=CN(Cc2cccc(-c3ccc(Cl)nc3)c2)S(=O)(=O)N(C)C1C (configuration not stated) | 15% | 34% | -11% | 1%
C=CC[C@H](CC(=O)NCCO)C(=O)N[C@H](COC(=O)[C@@H](CC=C)CC(=O)OC(C)(C)C)Cc1c[nH]c2ccccc12 | -2% | -25% | 20% | -6%
CC[C@]12c3[nH]c4cc(-c5ccco5)ccc4c3CCN1C(=O)[C@@H](CC(=O)NCCN1CCOCC1)C[C@@H]2C(=O)N1CCN(C(=O)c2ccco2)CC1 | -3% | -5% | -16% | -1%
CCN(CCS(=O)(=O)c1ccc(Br)cc1)Cc1nc2ccccc2c(=O)[nH]1 | -3% | -25% | ? | -6%
C#CCOCCOCCOCCNc1nc(N2CCN(C(=O)[C@H]([C@@H](C)CC)n3cc([C@@H](N)CO)nn3)CC2)nc(N2CCN(C(=O)[C@H](CCCCN)n3cc([C@@H](N)CO)nn3)CC2)n1 | -1% | 21% | 4% | 3%
CC(C)(C)OC(=O)C[C@@H]1C/C=C\C[C@H](CC(=O)NCCO)C(=O)N[C@H](Cc2ccccc2)COC1=O | 2% | 6% | -4% | 0%

Other structures follow.
SMILES | p53 reactivator | BRCA1 expr act | uPA surface inh | ELG1 genotoxic
COc1cccc(OC)c1C(=O)OCc1c(-c2ccccc2)ncc2ccccc12 | -4% | -22% | 8% | -3%
Cc1c(C(=O)N2CCCCC2)oc2ccccc12 | ? | ? | 3% | 8%
C[C@@H]1CCCCCCCCC(=O)OCCN[C@H](C)CCCCCCCCC(=O)OCCN[C@H](C)CCCCCCCCC(=O)OCCN1 | -6% | -36% | -4% | 0%
CN(Cc1ccccc1)C(=O)COC(=O)COc1ccc(Cl)cc1 | -5% | -15% | 4% | 4%
NS(=O)(=O)c1cccc(NC(=O)c2ccc(NS(=O)(=O)c3cccc([N+](=O)[O-])c3)cc2)c1 | 2% | -9% | 1% | 0%
CCOC(=O)c1ccc(S(=O)(=O)Nc2cc(S(=O)(=O)N3CCOCC3)ccc2O)cc1 | -3% | -21% | -6% | 0%
CN(C)C(CNC(=O)c1cc(S(=O)(=O)N2CCOCC2)ccc1F)c1cccs1 (configuration not stated) | -5% | 0% | 10% | 1%
O=C1Cc2cc(S(=O)(=O)NCc3ccc(F)cc3)ccc2N1 | 2% | 14% | 5% | 0%
COC(=O)c1ccc(NS(=O)(=O)c2ccc(S(=O)(=O)N3CCOCC3)cc2)cc1 | 0% | 3% | -7% | 9%
COCCCNC(=O)C[C@H]1C[C@H](C(=O)N2CCOCC2)[C@@]2(CCC3CCCC3)c3[nH]c4cc(CCC(=O)N(C)C)ccc4c3CCN2C1=O | -9% | -18% | -9% | 1%
CCOc1ccc(NC(=O)c2ccc(NC(=O)c3ccc(NC(N)=O)cc3)cc2)cc1 | 1% | -2% | 1% | 1%
Cn1cnc(C(=O)NCc2ccc(CNC(=O)OC(C)(C)C)cc2)c1C(=O)NCc1ccc(CNC(=O)OC(C)(C)C)cc1 | 6% | -17% | 7% | -2%
CC1CC(=NNC(=O)C2COc3ccccc3O2)CC(C)(C)C1 (configuration not stated) | 0% | 1% | 11% | -1%
C[C@H](CO)N1C[C@H](C)[C@@H](CN(C)Cc2ccccc2)Oc2c(NS(=O)(=O)c3ccc(F)cc3)cccc2C1=O | -3% | -5% | 8% | 1%
